KB-3-1 tox – kills parental KB-3-1 adenocarcinoma cells; KB-3-1 viability, CellTiter-Glo ATP luminescence, 72 h; Potency, µM (series often up to 46.1 µM), for the others: at the top dose activity change, negative = cytotoxic, usual class: cytotoxic; 400,000 compounds, 1.4% hits; also: potency is read from the fitted curve at half-maximal effect; % is scaled to controls: 0 for no effect and ±100 for the full control effect; nearly all actives have a fitted effect of over 60% in size
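Multi-concentration cytotoxicity screen in KB-3-1 cells grown in DMEM lacking phenol red with 10% FBS. After 72 h at 37 °C with compound, ATP-dependent luminescence was recorded.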
HT1080NT lethal – kills 2HG-producing HT-1080-NT fibrosarcoma cells. HT-1080-NT fibrosarcoma viability, CellTiter-Glo ATP luminescence, 48 h. Potency, µM (top dose mostly 46.1 µM), for the others: at the top dose activity, negative = less viability, usual class: cytotoxic. 360,000 compounds, 1.6% hits. AID 686970;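 also: NT is the 2HG producing partner of a matched IDH1 knockdown line; potency is read from the fitted curve at half-maximal effect; 0% = DMSO-treated cells and -100% = media-only wells without cells; nearly all actives have a fitted effect of over 55% in size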
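750 cells/well, RPMI + 5% FBS; 2 h settle, compound pin-transfer, 48 h at 37 degrees C. CellTiter-Glo 10 min RT, luminescence. Normalized to DMSO and media-only wells.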
KB-V1 MDR tox – KB-V1 MDR subline cytotoxicity; KB-V1 MDR cells viability, CellTiter-Glo, 72 h; Potency, µM (top dose mostly 46.1 µM), for inactives: at the highest dose activity change, negative = cytotoxicity, actives largely listed as cytotoxic; 400,000 compounds, 3.4% hits; AID 1347076; also: potency is read from the fitted curve at half-maximal effect; % is scaled to controls: 0 for no effect and ±100 for the full control effect; nearly all actives have a fitted effect of over 60% in size
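In this primary screen, KB-V1 cells overexpressing P-gp are incubated with library compounds (lowest to highest concentration) for 72 h at 37 degrees C before a luminescent ATP viability read.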
WRN helicase inh – WRN helicase (human) inhibition | AID 651768 | WRN helicase unwinding, fluorescent forked duplex, kinetic | 360,000 compounds, 0.46% hits | Potency, µM (series often up to 114 µM), without a hit: at the top dose activity change, negative = inhibition, usual class: inhibitors; also: potency is read from the fitted curve at half-maximal effect; % is scaled to controls: 0 for no effect and ±100 for the full control effect; nearly all actives have a fitted effect of over 55% in size
Target sequence (Q14191 whole entry, looked up): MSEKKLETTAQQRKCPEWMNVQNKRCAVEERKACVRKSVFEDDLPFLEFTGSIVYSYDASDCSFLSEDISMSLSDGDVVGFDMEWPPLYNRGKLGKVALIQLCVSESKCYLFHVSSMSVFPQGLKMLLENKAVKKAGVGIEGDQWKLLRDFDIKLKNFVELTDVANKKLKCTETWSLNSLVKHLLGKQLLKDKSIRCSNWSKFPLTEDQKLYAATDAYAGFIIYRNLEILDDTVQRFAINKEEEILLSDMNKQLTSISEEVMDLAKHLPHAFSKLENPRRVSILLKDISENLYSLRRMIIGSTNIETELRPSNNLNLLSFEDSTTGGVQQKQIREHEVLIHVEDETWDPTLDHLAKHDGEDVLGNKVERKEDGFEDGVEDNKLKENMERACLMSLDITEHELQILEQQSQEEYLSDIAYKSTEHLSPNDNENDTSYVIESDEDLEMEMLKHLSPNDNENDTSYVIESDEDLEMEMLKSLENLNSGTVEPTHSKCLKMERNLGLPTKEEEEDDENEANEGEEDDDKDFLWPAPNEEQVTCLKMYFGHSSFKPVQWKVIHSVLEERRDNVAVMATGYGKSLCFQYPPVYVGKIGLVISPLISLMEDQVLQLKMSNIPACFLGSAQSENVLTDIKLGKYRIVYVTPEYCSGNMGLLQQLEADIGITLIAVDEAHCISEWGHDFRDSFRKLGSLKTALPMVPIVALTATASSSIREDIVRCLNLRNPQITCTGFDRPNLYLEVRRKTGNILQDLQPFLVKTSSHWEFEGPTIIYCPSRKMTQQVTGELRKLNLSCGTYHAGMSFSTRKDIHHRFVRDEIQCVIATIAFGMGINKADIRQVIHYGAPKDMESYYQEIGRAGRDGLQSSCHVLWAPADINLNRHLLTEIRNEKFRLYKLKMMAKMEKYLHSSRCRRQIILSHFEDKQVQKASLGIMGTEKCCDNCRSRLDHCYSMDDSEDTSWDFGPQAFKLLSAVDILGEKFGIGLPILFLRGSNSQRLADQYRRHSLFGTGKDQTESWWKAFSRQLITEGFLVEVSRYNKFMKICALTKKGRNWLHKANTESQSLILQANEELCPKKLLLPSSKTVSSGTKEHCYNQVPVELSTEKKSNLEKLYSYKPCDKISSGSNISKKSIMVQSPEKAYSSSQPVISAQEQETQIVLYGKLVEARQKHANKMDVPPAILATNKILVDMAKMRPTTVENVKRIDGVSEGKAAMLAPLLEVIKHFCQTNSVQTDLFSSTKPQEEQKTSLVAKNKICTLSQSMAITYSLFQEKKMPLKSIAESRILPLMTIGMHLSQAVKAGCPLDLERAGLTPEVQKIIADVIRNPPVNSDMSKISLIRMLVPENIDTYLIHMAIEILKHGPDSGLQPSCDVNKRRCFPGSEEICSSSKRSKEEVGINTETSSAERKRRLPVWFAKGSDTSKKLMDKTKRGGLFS
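Kinetic fluorescence helicase assay: unwinding of a quenched forked DNA duplex (100 nM final) with 2 mM ATP final raises red fluorescence (525/598 nm). Compounds sat 15 min at room temperature with 20 nM WRN beforehand.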
IL-1B inflam inh – inflammasome signaling inhibition, IL-1 beta readout; THP-1 LPS/ATP IL-1B secretion, AlphaLISA, 16 h; active compounds read low; activity change, % at 57.5 µM; 360,000 compounds, 4.7% hits; in the data active = activity change below about -50%; inconclusive = mostly about -30% to -49%; also: % is scaled to controls: 0 for no effect and ±100 for the full control effect
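THP-1 cells pretreated 1 hr with compounds (up to 57.5 uM final), then stimulated with LPS (250 ng/mL final) plus ATP (1.25 mM final); secreted IL-1B measured by AlphaLISA after 16 hr, decreased signal indicating inhibition.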
SW480 rerep – induces DNA re-replication in SW480 colon adenocarcinoma cells; SW480 DNA re-replication, Hoechst DNA content imaging, 48 h; 340,000 compounds, 1.8% hits; Potency, µM (highest dose often 46.1 µM), without a hit: at the top dose re-replication activation, hits mostly activators; AID 624297; also: potency is read from the fitted curve at half-maximal effect; % of control where 0% means no effect; nearly all actives have a fitted effect of over 55% in size
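Hoechst fluorescence of nuclei (405 nm excitation, 500-530 nm emission) measured by plate-scanning imager after 48 hr compound exposure at 37 C; re-replication scored as increased number of nuclei with elevated intensity.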
HT1080 IDH1KD tx – toxicity to HT-1080 IDH1 knockdown cells (counter line). 360,000 compounds, 2% hits. AID 686971. Potency, µM (titrated, usually from 46.1 µM), inactives show at the top dose activity, negative = toxicity, usual class: cytotoxic. HT-1080 IDH1 knockdown viability, ATP luminescence, 48 h;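 also: potency is read from the fitted curve at half-maximal effect; 0% = DMSO wells and -100% = cell-free medium wells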
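In this qHTS, HT-1080 cells depleted of IDH1 are exposed for 48 h at 37 °C to compound titrations. Toxicity is scored from CellTiter-Glo luminescence, with DMSO as full viability and medium alone as none.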
MCF10A rerep – inducers of DNA re-replication in MCF 10A breast cells. 350,000 compounds, 2.9% hits. AID 624296. MCF 10A DNA re-replication, Hoechst nuclear intensity, 48 h. Potency, µM (titrated, usually from 46.1 µM), for inactives: at the top dose activity, positive = re-replication, actives largely listed as activators; also: potency is read from the fitted curve at half-maximal effect; % of control where 0% means no effect; nearly all actives have a fitted effect of over 50% in size
ATXN2 expr inh – reduces ATXN2 reporter expression in HEK-293 cells; HEK-293 ATXN2-luciferase reporter, luminescence, 24 h; AID 1745845; Potency, µM (series often up to 57 µM), without a hit: at the highest dose activity change, negative = inhibition, most hits filed as inhibitors; 360,000 compounds, 0.72% hits; also: potency is read from the fitted curve at half-maximal effect; % is scaled to controls: 0 for no effect and ±100 for the full control effect; nearly all actives have a fitted effect of over 55% in size
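ATXN2-luciferase reporter cells (luciferase flanked by upstream and downstream ATXN2 gene portions) were treated 24 h at 37 °C with compounds at up to 57 uM. SteadyGlo luminescence gave expression; GF-AFC fluorescence gave viability.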
Active calls of the source: *; ? = inconclusive; / = no result given; & = joins results of further samples; [ ] = dose if it differs, or a comment. Unless noted, calls follow the shape of the dose curve; as a rule, active = well fitted curve in the direction sought with a large enough effect; inconclusive = small, poorly fitted or top-dose-only effect, or another doubt; inactive = no such curve, though single readings can be large; an effect the other way counts as inactive or inconclusive.

canonical_smiles,KB-3-1 tox,HT1080NT lethal,KB-V1 MDR tox,WRN helicase inh,IL-1B inflam inh,SW480 rerep,HT1080 IDH1KD tx,MCF10A rerep,ATXN2 expr inh
O=[N+]([O-])c1ccccc1S(=O)(=O)NC1CCCCCCC1,-13%,-5%,-14%,-3%[57.1 µM],4,2%[1.84 µM],-3%,9%,-7%
CCOC(=O)c1c(C)[nH]c(C)c1S(=O)(=O)N(C)CC(=O)Nc1cccc(F)c1,1%,-4%,1%,-2%,7,-11%,-8%,4%,/
CCNC(=S)NNC(=O)c1ccc(=O)n(Cc2ccccc2)c1,2%,4%,4%,5%[57.1 µM],16,-6%,?,-4%,-10%
O=c1cc(-c2ccccc2)[nH]c2cc(F)ccc12,1.6µM*,2.6µM*,?,5%,87,0.92µM*,4.1µM*,1.3µM*,9%
O=C1C=C(c2ccc(C(=O)O)cc2)C[C@@H](c2ccc3c(c2)OCO3)C1,5%,-3%,-25%,-1%[11.6 µM],16,-2%,-5%,1%,38%[activator]
COCCNC(=S)N1CCN(C(=O)C(=O)Nc2ccc(C(=O)OC)cc2)CC1,24%,15%,-16%,-12%,-1,/,19%,1%,3%
COc1ccc(N2CCN(C(=O)CNS(=O)(=O)c3ccc(C)cc3)CC2)cc1,-4%,-3%,-22%,-3%,-2,-10%,-1%,-39%[inhibitor],-36%
NC(=O)C1(N2CCCCC2)CCN(C(=O)c2cccs2)CC1,16%,1%,3%,4%,15,-4%,-1%,2%,2%
CC(C)CN1CCC(=O)N([C@H](CN=[N+]=[N-])Cc2ccccc2)CC1,10%&4%,3%,?,10%,-6,-1%,9%,1%,4%
Cc1ccc2c3c([nH]c2c1C)-c1nonc1CC3,-26%,-1%,0%,1%,-6,2%[9.22 µM],-5%,-4%,23%
O=C(c1ccc(S(=O)(=O)Nc2ccccc2F)cc1)N1CCN(c2ccccn2)CC1,0%,-12%,?,3%,24,-5%,-3%,-14%,-15%
COc1ccc(C(=O)n2c(SC)nc3cc4c(cc32)OCCO4)cc1,0%,5%,-1%,-14%,-15,-1%,5%,-4%,25%
O=C1N(Cc2cccnc2)C[C@@H]2C[C@@H](c3ccc4nsnc4c3)N3CCC[C@@]123,3%,20%,-20%,2%,0,15%,6%,1%,/
COc1ccc([C@H]2CC(=O)C=C(c3ccc4c(c3)sc3ccccc34)C2)cc1,4%,8%,7%,6%,22,-1%,1%,13%,-1%
COCCn1c(SCC(=O)Nc2ccc(N3CCOCC3)cc2)nc2ccccc21,-1%,7%,0%,10%,8,0%,3%,-1%,4%
COc1ccccc1OCC(=O)Nc1c2c(nn1-c1ccccc1)CS(=O)(=O)C2,-1%,16%,-30%,-1%,23,2%,7%,0%,-6%
COc1ccnc(CSC(N)=Nc2ccccc2OC)c1,?,?,?,-6%,-10,?,-6%,-3%,-27%
CCCOC(=S)Nc1ccccc1,-2%,2%,?,-6%,21,-4%,6%,-1%,6%
O=C1CC[C@@H]2C[C@@]3(C[C@@H]4CCN1[C@H]24)Nc1cc([N+](=O)[O-])ccc1NC3=NCc1ccccc1,-13%&8%,-1%,-8%&3%,4%,-6,20%,-3%,?,3%
Cc1ccc(C(O)(CNCc2ccccc2)c2ccccc2)cc1 (configuration not stated),2%,-11%,-2%,3%,?,?,-10%,?,-15%
COc1cccc(Oc2cn[nH]c2-c2ccc(O)cc2O)c1,-5%,?,?,-5%,15,3%,?,4%,2%
Cc1csc(NC(=O)CNC(=O)OCc2ccccc2)n1,12%,-2%,19%,3%,36,-12%,-18%,-181%[0.0737 µM],3%
C=CCOc1cccc(/C=N/NC(=O)C(=O)NCc2ccco2)c1,-1%,-26%,16%,-25%,-3,-1%,0%,-4%,-8%
Cc1ccc(CNc2ccc([N+](=O)[O-])cc2C(N)=O)cc1,0%,17%,-2%,-1%,7,-24%,6%,?,42%[activator]
O=c1c2c(C(F)(F)F)cc(C(F)(F)F)nc2[nH]n1-c1ccccc1,?,?,-16%,15%,-75*,1%,?,8%,-26%
Cc1ccc(CNS(=O)(=O)c2cc(F)ccc2CN2C(=O)c3cccnc3C2=O)o1,4%,14%,0%,-1%,33,?,9%,-2%,-12%
Cc1ccc(S(=O)(=O)NC(C)(C)CN2CCc3ccccc3C2)cc1,-24%,-24%,?,-1%,39,6.5µM*,0%,20%,/
COc1ccc([N+](=O)[O-])cc1NC(=O)C(C)OC(=O)C1CCCC1 (configuration not stated),-9%,19%,-5%,-7%,90,-5%,6%,2%,-2%
Cc1ccc(CNS(=O)(=O)c2ccc(C(C)(C)C)cc2)n1C,1%,6%,-4%,-5%,11,3%,3%,-10%,0%
CCn1c(Cc2ccccc2)nnc1SCC(=O)Nc1nc2ccccc2s1,21%,-1%,?,-25%[57.1 µM],36,6%,2%,-1%,5%

Reprinted at random: 2 compounds from above.
canonical_smiles,KB-3-1 tox,HT1080NT lethal,KB-V1 MDR tox,WRN helicase inh,IL-1B inflam inh,SW480 rerep,HT1080 IDH1KD tx,MCF10A rerep,ATXN2 expr inh
CC(C)CN1CCC(=O)N([C@H](CN=[N+]=[N-])Cc2ccccc2)CC1,10%&4%,3%,?,10%,-6,-1%,9%,1%,4%
COc1ccc([N+](=O)[O-])cc1NC(=O)C(C)OC(=O)C1CCCC1 (configuration not stated),-9%,19%,-5%,-7%,90,-5%,6%,2%,-2%

A few values from the list.
CCCOC(=S)Nc1ccccc1 – HT1080NT lethal: 2%
O=C1C=C(c2ccc(C(=O)O)cc2)C[C@@H](c2ccc3c(c2)OCO3)C1 – ATXN2 expr inh: 38%[activator]
C=CCOc1cccc(/C=N/NC(=O)C(=O)NCc2ccco2)c1 – MCF10A rerep: -4%

Additional structures follow:
| canonical_smiles | KB-3-1 tox | HT1080NT lethal | KB-V1 MDR tox | WRN helicase inh | IL-1B inflam inh | SW480 rerep | HT1080 IDH1KD tx | MCF10A rerep | ATXN2 expr inh |
| --- | --- | --- | --- | --- | --- | --- | --- | --- | --- |
| COc1ccc(NC(=O)Cn2c3ccccc3c3nc4n(c(=O)c32)CCS4)cc1OC | -12% | 6% | 0% | -1% | -2 | -10% | -1% | -6% | / |
| O=C(NCc1ccco1)c1cnccn1 | -11% | -4% | 8% | -16% | 13 | 1%[9.22 µM] | 1% | 13% | 5% |
| CCOC(=O)c1cc[nH]c1CC(=O)NC | -5% | 0% | -2% | 6% | 17 | -4% | 0% | 1% | / |
| CCOC(=O)c1cc(-c2ccc(N3CCOCC3)cc2)nn1-c1ccc(F)cc1F | ? | -16% | -23% | -28%[57.1 µM] | ? | 2% | -22% | ? | -21% |
| COc1ccc(CNC(=O)CCCC(=O)n2nc(C)c3ccccc32)cc1 | 5% | 24% | ? | 0% | 17 | -4% | 13% | 9% | 3% |
| Cc1cccc(CCNC(=O)C2CCN(S(=O)(=O)c3ccccc3)CC2)c1 | -1% | 1% | ? | 1% | 0 | -4% | 0% | 3% | -6% |
| CN(Cc1cccc(F)c1)C(=O)CSc1nnc(C2CC2)n1C1CC1 | 3% | 1% | -15% | -25% | -12 | 8% | 9% | -3% | -14% |
| CCOC(=O)c1ccc(NC(=O)CSc2nc3cccnc3n2C)cc1 | -23% | -14% | -17% | -5% | -19 | -10% | ? | ? | -21% |
| CCOCCCN(C)C1CCN(C(=O)c2oc3ccccc3c2NC(=O)COc2cccc(C)c2)CC1 | 7% | ? | 0% | 0% | -84* | -22% | ? | 12% | -23% |
| COc1ccc([N+](=O)[O-])cc1C(=O)Nc1ccc(Cc2ccncc2)cc1 | 4% | 13% | 4% | 0% | 2 | -17% | 1% | 9% | 25% |
| COc1ccc(NC2CCCN(C(=O)c3cc4ncccn4n3)C2)cc1 (configuration not stated) | -28% | 0% | 19% | 0% | 5 | 3% | 6% | 5% | 48%[activator] |
| COc1cccc2c(N/N=C/c3ccc(O)c(O)c3)cc(C)nc12 | 0% | 1% | 8% | -4% | 23 | 0% | 5% | -3% | 20% |
| N#Cc1ccccc1OCC(=O)NC(N)=O | 6% | 13% | -5% | 0% | 0 | -5% | 11% | 3% | 2% |
| OCCOCCNc1ncnc2sc(-c3ccccc3)cc12 | ? | -14% | ? | -11% | -18 | -2%[9.22 µM] | -9% | 4% | 1% |
| O=C(NCc1ccco1)c1cnn2c(C(F)F)cc(-c3ccccc3)nc12 | -4% | 0% | -16% | -2% | -4 | 17% | -2% | 8.2µM* | -24% |
| O=C(Nc1ccc(F)cc1)c1ccc2snnc2c1 | 0% | 20% | 2% | 6% | 1 | -6% | 5% | -3% | 24% |
| COc1ccccc1CNC(=S)Nc1ccc(S(N)(=O)=O)cc1 | 3% | ? | -9% | 0% | -5 | 25% | 1% | 9% | -2% |
